Compound activity: PubChem, National Center for Advancing Translational Sciences (NCATS)
IL-1B inflam inh: qHTS for Inhibitors of Inflammasome Signaling: IL-1-beta AlphaLISA Primary Screen; hit rate 4.7% among 360,000; THP-1 LPS/ATP IL-1B secretion, AlphaLISA, 16 h; active compounds read low; activity change, % at 57.5 µM; in the data active = activity change below about -50%; inconclusive = mostly about -30% to -49%; note: % is set by controls: 0 for no effect and ±100 for the full control effect
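THP-1 cells pretreated 1 hr with compounds (up to 57.5 uM final), then stimulated with LPS (250 ng/mL final) plus ATP (1.25 mM final); secreted IL-1B measured by AlphaLISA after 16 hr, decreased signal indicating inhibition.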
ATXN2 expr inh: Primary qHTS for Inhibitors of ATXN expression. hit rate 0.72% among 360,000. HEK-293 ATXN2-luciferase reporter, luminescence, 24 h. Potency, µM (titrated, usually from 57 µM), without a hit: at the top dose activity change, negative = inhibition, hits mostly inhibitors; note: potency is the fitted concentration of half-maximal effect; % is set by controls: 0 for no effect and ±100 for the full control effect; nearly all actives have a fitted effect of over 55% in size
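qHTS (up to 57 uM final) was run with 24 h compound exposure of reporter cells at 37 °C. Each well was multiplexed: SteadyGlo luminescence measured ATXN2-luciferase expression after a fluorogenic Gly-Phe-AFC viability readout (25 uM final).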
Nrf2 ARE act: qHTS of Nrf2 Activators | AREc32 ARE-luciferase reporter (MCF7-derived line), luminescence, 24 h | Potency, µM (doses to about 46.1 µM), without a hit: at the highest dose activation, hits mostly activators | AID 624171, 2012 | hit rate 0.31% among 410,000; note: potency is the fitted concentration of half-maximal effect; % of control where 0% means no effect; nearly all actives have a fitted effect of over 65% in size
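AREc32 cells carrying an ARE-driven firefly luciferase, 1000 cells/well in OPTI-MEM with 5% FBS, dosed after overnight attachment and incubated 24 hr at 37 deg C. Steady-Glo luminescence read after 30 min at RT.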
A549 tox: Nrf2 qHTS screen for inhibitors: counterscreen for cytotoxicity; A549 ARE-Fluc cells, CellTiter-Fluor viability, 18-24 h; Potency, µM (series often up to 46 µM), for inactives: at the top dose activity change, negative = cytotoxicity, most hits filed as inhibitors; hit rate 0.16% among 390,000; note: potency is the fitted concentration of half-maximal effect; % is set by controls: 0 for no effect and ±100 for the full control effect
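A549 ARE-Fluc cells in 5% FBS OPTI-MEM, 5000 cells/well, rested 2 h then exposed to compounds in concentration-response for 18-24 h at 37 °C. Viability by CellTiter-Fluor fluorescence (Ex 405/Em 525) after 30 min; luciferase luminescence (BugLite, 15 min, RT) read afterwards.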
TGFb inhibitor: qHTS for Inhibitors of TGF-b; hit rate 1.2% among 410,000; AID 588855, 2011; HepG2 CAGA-GFP TGF-b/SMAD3 reporter, GFP fluorescence, 18 h; TGF-beta stimulated, 500 pg/mL final; Potency, µM (highest dose often 46.1 µM), for the others: at the highest dose activity, negative = inhibition, most hits filed as inhibitors; note: potency is the fitted concentration of half-maximal effect; % is set by controls: 0 for no effect and ±100 for the full control effect; nearly all actives have a fitted effect of over 65% in size
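TGF-beta reporter screen: HEPG2 CAGA-GFP, 1% FBS, 500 pg/mL TGF-beta final, 18 h; per-cell GFP summed per well; curves fitted and categorized by class.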
MCF10A rereplic: A quantitative high throughput screen for small molecules that induce DNA re-replication in MCF 10a normal breast cells; MCF 10A DNA re-replication, Hoechst nuclear intensity, 48 h; Potency, µM (titrated, usually from 46.1 µM), without a hit: at the highest dose activity, positive = re-replication, actives largely listed as activators; hit rate 2.9% among 350,000; AID 624296, 2012; note: potency is the fitted concentration of half-maximal effect; % of control where 0% means no effect; nearly all actives have a fitted effect of over 50% in size
ATXN viability: Viability Counterscreen for Primary qHTS for Inhibitors of ATXN expression. S2 cells (HEK-293 line with an ATXN2-luciferase reporter) viability, CellTiter-Fluor protease fluorescence, 24 h. Potency, µM (highest dose often 56.7 µM), actives largely listed as cytotoxic. hit rate 0.49% among 400,000; note: potency is the fitted concentration of half-maximal effect; nearly all actives have a fitted effect of over 40% in size
Nrf2 inh: Nrf2 qHTS screen for inhibitors; A549 ARE-Fluc reporter, luciferase luminescence, 18-24 h; hit rate 2.1% among 360,000; Potency, µM (highest dose often 46 µM), without a hit: top-dose activity change, negative = inhibition, actives largely listed as inhibitors; note: potency is the fitted concentration of half-maximal effect; % is set by controls: 0 for no effect and ±100 for the full control effect; nearly all actives have a fitted effect of over 60% in size
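In this cell-based qHTS, ARE-driven firefly luciferase in A549 cells reports Nrf2 activity; the luminescent signal after BugLite lysis is the measured value, with a prior CellTiter-Fluor read for cell health.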
HepG2 tox: qHTS for Inhibitors of TGF-b: Cytotox Counterscreen; Potency, µM (highest dose often 46.1 µM), inactives show top-dose activity change, negative = cytotoxicity, usual class: cytotoxic; AID 588856, 2011; HepG2 CAGA-GFP viability, ATP luminescence, 18 h; hit rate 0.76% among 410,000; note: potency is the fitted concentration of half-maximal effect; some results filed as inactive show a strong effect at the top dose
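HepG2 CAGA-GFP cells (1000/well, DMEM with 1% FBS) received compound, then TGF-beta at 500 pg/mL final, and were incubated 18 hours at 37 degrees C. Viability was read by CellTiter-Glo luminescence. Media-only wells were set as complete cell-killing and DMSO as no toxicity.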
Active calls of the source: *; i = inactive; u = inconclusive; x = not tested or not shown; [ ] = dose if it differs, or a comment. Unless noted, calls come from the whole dose curve; as a rule, active = well fitted curve in the direction sought with a large enough effect; inconclusive = small, poorly fitted or top-dose-only effect, or another doubt; inactive = no such curve, though single readings can be large; an effect the other way counts as inactive or inconclusive.

The opening five compounds, ahead of the listing:
SMILES	IL-1B inflam inh	ATXN2 expr inh	Nrf2 ARE act	A549 tox	TGFb inhibitor	MCF10A rereplic	ATXN viability	Nrf2 inh	HepG2 tox
CC(C)=CCC/C(C)=C/CNC(=O)C[C@H]1C[C@H](C(=O)N2CCCCC2)[C@@]2(C)c3[nH]c4ccc(Cl)cc4c3CCN2C1=O	18	1%	-0.8%	2%	1%	-1%	i	3%	7%
CCCN1CCN(C(=O)Nc2ccc(OCC)cc2)CC1	0	6%	-0.6%	0%	1%	-4%	i	-1%	1%
COc1ccccc1N1CCN(S(=O)(=O)c2cc(-c3cc(C)no3)ccc2C(C)C)CC1	-5	-2%	-0.1%	1%	-10%	19%	i	-6%	-17%
O=C(O)C(c1ccccc1)C1(O)CCCCC1 (stereo unspecified)	-3	x	0.3%	0%	-2%	-10%	i	-18%	-3%
CCOc1cc2[nH]c(=S)n(CCCCC(=O)NCc3ccco3)c(=O)c2cc1OCC	-1	-7%	2.4%	14%	-12%	-2%	i	0%	-3%

Results, from the start:
SMILES	IL-1B inflam inh	ATXN2 expr inh	Nrf2 ARE act	A549 tox	TGFb inhibitor	MCF10A rereplic	ATXN viability	Nrf2 inh	HepG2 tox
CC(C)=CCC/C(C)=C/CNC(=O)C[C@H]1C[C@H](C(=O)N2CCCCC2)[C@@]2(C)c3[nH]c4ccc(Cl)cc4c3CCN2C1=O	18	1%	-0.8%	2%	1%	-1%	i	3%	7%
CCCN1CCN(C(=O)Nc2ccc(OCC)cc2)CC1	0	6%	-0.6%	0%	1%	-4%	i	-1%	1%
COc1ccccc1N1CCN(S(=O)(=O)c2cc(-c3cc(C)no3)ccc2C(C)C)CC1	-5	-2%	-0.1%	1%	-10%	19%	i	-6%	-17%
O=C(O)C(c1ccccc1)C1(O)CCCCC1 (stereo unspecified)	-3	x	0.3%	0%	-2%	-10%	i	-18%	-3%
CCOc1cc2[nH]c(=S)n(CCCCC(=O)NCc3ccco3)c(=O)c2cc1OCC	-1	-7%	2.4%	14%	-12%	-2%	i	0%	-3%
CCCc1c(C(=O)N/N=C/c2ccccc2OCc2ccc(F)cc2)nnn1-c1nonc1N	-6	-20%	-0.7%	-4%	-17%	u	i	-20%	-13%
CC(C)CN(C(=O)Cn1ccccc1=O)C1CCS(=O)(=O)C1 (stereo unspecified)	-4	2%	-0.1%	-1%	13%	-1%	i	-1%	3%
COC(=O)c1cc(S(=O)(=O)N2CCC(C(N)=O)CC2)oc1C	11	u	-0.9%	0%	-15%	-4%	i	-8%	-8%
O=C(c1cc(-c2ccco2)on1)N1CCCc2ccccc21	-12	21%	11µM*	13%	-13%	-5%	i	u	-23%
O=C(Nc1ccccc1N1CCN(c2ccccc2)CC1)C1CCCCC1	8	-6%	0.4%	-2%	4%	13%	i	2%	7%
CCOc1ncccc1C(=O)N=C1SCCN1C(=O)c1cccnc1OCC	11	u	3.6%	2%	-1%	8%	i	8%	-31%
CCOC(=O)c1ccc(N2CN(C3CCCCC3)CNC2=S)cc1	-7	1%	0.0%	0%	-11%	-1%	i	-13%	-3%
O=C(NCC(c1cccnc1)N1CCc2ccccc2C1)C(=O)Nc1ccc(F)cc1F (stereo unspecified)	x	x	0.2%	7%	u	x	x	u	-29%
CCOC(=O)c1c(S(=O)(=O)N2CCCC(C(=O)NCc3ccccc3OC)C2)c(C)n(C)c1C (stereo unspecified)	x	-11%	6.1%	10%	1%	x	i	x	3%
Cn1ccc(NC(=O)Nc2cccc(C(F)(F)F)c2)n1	-22	3%	0.5%	2%	-7%	2%	i	6%	1%
Cc1ccc(S(=O)(=O)C2(C(=O)N3CCN(c4ccccc4F)CC3)CC2)cc1	0	-13%	0.2%	3%	1%	15%	i	u	-4%
CC1CN(C(c2cccs2)c2sc3ncnn3c2O)CC(C)O1 (stereo unspecified)	1	-1%	0.7%	-1%	3%	-9%	i	-9%	-23%
O=C(Nc1cccc(C(F)(F)F)c1)C1CCCN(S(=O)(=O)c2cccc3nonc23)C1 (stereo unspecified)	x	1%	0.3%	1%	-27%	x	i	12%	0%
N=C1S/C(=C\c2ccco2)C(=O)N1c1nccs1	76	x	u	u	u	u	u	-26%	-13%
CC(C)(C)C(=O)/C=C/c1ccc(Oc2ccccc2)cc1	u	x	-0.1%	-7%	-4%	1%	i	7%	-1%
c1ccc(-c2ccc(C3CCCN3)cc2)cc1 (stereo unspecified)	-15	u	0.3%	0%	8%	0%	i	8%	-2%
CS(=O)(=O)Nc1nc2n(n1)C(c1ccc(F)cc1)CC(c1ccccc1)N2 (stereo unspecified)	12	7%	-0.1%	1%	8%	1%	i	-26%	-1%
COc1ccc(CNC(=O)CN(Cc2ccc(OC)cc2)C(=O)c2csnn2)cc1	22	x	-0.4%	0%	-3%	17%	u	-1%	2%
Cc1ccc(C)c(N2CCN(C(=O)Cn3cccc3)CC2)c1	0	-10%	-0.2%	9%	2%	2%	i	-18%	-4%
O=C(COC(=O)c1ccc(S(=O)(=O)N2CCCCC2)cc1)NCc1ccccc1	8	-15%	3.7%	-14%	-11%	24%	i	-6%	-6%

Other structures follow:
SMILES	IL-1B inflam inh	ATXN2 expr inh	Nrf2 ARE act	A549 tox	TGFb inhibitor	MCF10A rereplic	ATXN viability	Nrf2 inh	HepG2 tox
Cc1ccccc1OCC(=O)N/N=C/c1ccc(Sc2nc3ccccc3s2)o1	-24	119%[activator]	0.1%	-25%	-2%	11%	i	u	-18%
CC1(C)C2CCC1(CS(=O)(=O)N1CCOCC1)C(=O)C2 (stereo unspecified)	8	5%	-0.5%	-8%	29%	-2%	i	11%	1%
O=C(c1ccc(Cn2cc(Br)cn2)cc1)N1N=C(C(F)F)CC1(O)C(F)F (stereo unspecified)	-5	7%	0.6%	8%	-5%	-1%	i	7%	2%
O=C(c1cc2nc(-c3ccccc3)cc(-c3ccccc3)n2n1)N1CCCC1	-67*	-16%	0.4%[9.22 µM]	-5%	6%	-9%	i	u	-11%
O=C1OCC/C1=C\c1ccc(O)cc1	4	x	-0.4%	0%	14%	17%	i	7%	-6%
O=C(OCC(=O)N1CCN(S(=O)(=O)c2ccc(Cl)cc2)CC1)C1CC1	21	-4%	-0.8%	-1%	0%	-7%	i	14%	2%
CC(=O)Nc1cccc(N/C(N)=N/c2nc(C)cc(C)n2)c1	35	-12%	1.2%	6%	-16%	33%	i	u	-11%
Cn1cc(CCC(=O)N2CCCC(C(=O)c3cccc4ccccc34)C2)cn1 (stereo unspecified)	-9	8%	3.3%	0%	u	-4%	i	12%	-17%
CCCCN(C)CCCNC(=O)Cn1ncc2c3ccccc3n(Cc3cc(C)ccc3C)c2c1=O	x	x	-0.6%	-26%	u	x	x	-8%	-26%
O=C1C2C3C=CC(C4CC34)C2C(=O)N1/N=C/c1ccc(-c2ccc([N+](=O)[O-])cc2)o1 (stereo unspecified)	0	-20%	2.2%	-4%	-2%	-10%	i	-3%	-8%
C=CCn1c(SC(C)C(=O)Nc2ccc(F)c(F)c2F)nnc1C1CC1 (stereo unspecified)	-13	-12%	0.0%	2%	5%	-10%	i	-2%	-1%
CN(C)C(=O)N1CCN(S(=O)(=O)c2ccc3ccccc3c2)CC1	-11	-20%	4.1%	2%	-11%	7%	i	u	-20%
COc1nc(-c2ccccc2)ncc1S(=O)(=O)c1ccccc1	7	x	-0.2%	3%	1%	-13%	i	u	0%
O=C(NC(Cc1ccccc1)C(=O)O)c1cccnc1Cl (stereo unspecified)	33	2%	0.2%	2%	0%	-1%	i	1%	7%
CCc1ccc(NC(=O)C2=CC(c3ccc(OC)cc3)=NS(=O)(=O)N2C)cc1	-10	u	5.0%	2%	u	19%	u	u	-22%
CSc1cccc(NC(=O)/C=C/c2ccccc2)c1	-63*	53%[activator]	2.8%	-10%	-1%	19%	i	14%	-17%
COc1ccc(CC(=O)OCC(=O)Nc2cccnc2Cl)cc1OC	6	-23%	-0.4%	4%	0%	-7%	i	9%	11%
NS(=O)(=O)c1cccc(NC(=O)CSc2nc3ccccc3n2-c2ccccc2)c1	-10	-14%	4.8%	-3%	-27%	17%	u	u	-19%
CC(=O)Nc1ccc(OCC(=O)NCCc2ccccc2)cc1	23	16%	-0.2%	1%	8%	16%	i	9%	6%
CCCc1oc2ccc(NS(=O)(=O)c3ccc(OCC)cc3)cc2c1C(=O)OCC	x	x	-4.5%	-8%	u	x	x	u	-103%
CCC(Oc1ccc(C)cc1)C(=O)Nc1ccccc1C(=O)N1CCOCC1 (stereo unspecified)	i	-4%	-0.9%	-11%	0%	-8%	i	-7%	0%
Cc1cc(C)c[n+](-c2nc3ccccc3nc2[N-]S(=O)(=O)c2cccs2)c1	5	4%	0.1%	-11%	0%	-3%	i	-6%	0%
Cc1occc1C(=O)Nc1ccccc1C#N	u	4%	0.2%	14%	3%	-10%	i	-22%	-3%

Some values from the entries so far.
In IL-1B inflam inh, `CC1(C)C2CCC1(CS(=O)(=O)N1CCOCC1)C(=O)C2` (stereo unspecified) is listed with 8
In IL-1B inflam inh, `COc1ccc(CC(=O)OCC(=O)Nc2cccnc2Cl)cc1OC` is listed with 6
